ssDAF12 agonist = S. stercoralis DAF-12 nuclear receptor activators, primary screen, cell-based, luminescence, HEK293, GRIP1 co-expression, lit1-tk-luc. Nuclear hormone receptor DAF-12 (Strongyloides stercoralis). HEK293 ssDAF-12/GRIP1 lit1-tk-luc reporter; % of 3 µM dafachronic acid response. activation, % at 6.8 µM. hit rate 1% among 370,000;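 active = activation above the mean over all tested compounds plus 3 SD, cut at about 0.9% in these data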;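 note: 0% = DMSO-only wells and 100% = 3 µM delta7-dafachronic acid wells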
HGIII-sPLA2 inh = human group III sPLA2 inhibitors, primary screen, biochemical, QFRET, BODIPY PC-A2 liposome substrate. hit rate 0.56% among 370,000. inhibition, % at 12.2 µM. QFRET BODIPY PC-A2 liposome hydrolysis, fluorescence. Group 3 secretory phospholipase A2 (Homo sapiens), Q9NZ20;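 active = inhibition above mean plus 3 SD of compounds lying within the high and low control bounds, cut at about 19% in these data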;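 note: 0% = median of test compound wells and 100% = no enzyme DMSO wells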
Target sequence (Q9NZ20 whole entry, looked up): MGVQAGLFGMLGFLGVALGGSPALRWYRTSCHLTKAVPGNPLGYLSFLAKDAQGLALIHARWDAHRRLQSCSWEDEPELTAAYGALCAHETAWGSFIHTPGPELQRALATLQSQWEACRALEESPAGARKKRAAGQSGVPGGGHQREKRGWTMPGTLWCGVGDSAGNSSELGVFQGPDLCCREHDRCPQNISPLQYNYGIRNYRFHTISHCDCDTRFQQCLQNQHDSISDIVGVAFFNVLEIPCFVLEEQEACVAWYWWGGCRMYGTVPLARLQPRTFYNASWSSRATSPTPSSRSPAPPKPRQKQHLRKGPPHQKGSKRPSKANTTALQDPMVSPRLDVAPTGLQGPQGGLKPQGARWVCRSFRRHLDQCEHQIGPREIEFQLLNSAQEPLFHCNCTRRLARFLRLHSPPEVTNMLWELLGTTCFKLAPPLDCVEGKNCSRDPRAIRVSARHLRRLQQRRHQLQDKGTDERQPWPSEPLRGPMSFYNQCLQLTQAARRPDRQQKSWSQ
GC-A act = GC-A stimulated cGMP production enhancers – HEK293 GC-A cells, cGMP TR-FRET, EC30 ANP, primary screen; hit rate 0.14% among 370,000; activation, % at 10 µM; AID 1671463, 2021; 0% at EC30 ANP, 100% saturating ANP; Atrial natriuretic peptide receptor 1 (Homo sapiens), P16066; in the data active = activation above about 40%
DAX1 inh-1 = DAX1 (NR0B1) inhibitors on StAR promoter, primary screen, cell-based, luminescence, SF-1 (NR5A1), full-length DAX-1 | HEK293T StAR-luciferase reporter, SF-1/DAX-1 repression relief | inhibition, % at 6.8 µM | hit rate 1.1% among 370,000 | AID 652010, 2013;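 active = inhibition above the mean over all tested compounds plus 3 SD, cut at about 3.6% in these data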;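 note: 0% = DAX-1 cells with DMSO and 100% = cells lacking DAX-1 with DMSO; higher inhibition means more luminescence from relief of DAX-1 repression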
NPR2 activator = human GC-B receptor activators, primary screen, HEK293 GC-B cells, cGMP TR-FRET, EC30 CNP; 0% at EC30 CNP, 100% saturating CNP; activation, % at 10 µM; hit rate 0.11% among 370,000;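 active = activation at 10 µM reaching about 35% in either raw or pattern-adjusted values, limit read from the data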
DAX1 inh-2 = DAX1 (NR0B1) inhibitors, primary screen, cell-based, HEK293, Gal4-DAX1, luciferase luminescence. Nuclear receptor subfamily 0 group B member 1 (Homo sapiens), P51843. HEK293 Gal4-DAX1 luciferase reporter. inhibition, % at 6.75 µM. hit rate 0.99% among 340,000. AID 504766, 2011;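 active = inhibition above the mean over all tested compounds plus 3 SD, cut at about 4.2% in these data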;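 note: 0% = DAX1-transfected cells with DMSO and 100% = empty-vector control cells with DMSO; inhibition shows as a rise in luminescence from relieved DAX1 repression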
SMARCA2 act = SMARCA2 (BRM) function activators, primary screen, cell-based, luminescence, high throughput | MG213 cells, MMTV-luciferase reporter, dexamethasone, overnight | activation, % at 9.1 µM | hit rate 1% among 370,000 | AID 652017, 2013; in the data active = activation above about 7.8%;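 note: 0% = vehicle wells and 100% = reference activator wells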
ADAM10 inh = human ADAM10 inhibitors, primary screen, biochemical, QFRET, HTS; Disintegrin and metalloproteinase domain-containing protein 10 (Homo sapiens), O14672; recombinant ADAM10, EDANS/DABCYL FRET peptide cleavage, 3 h; inhibition, % at 7 µM; hit rate 0.62% among 370,000;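 active = inhibition above a per-campaign cutoff equal to the mean of compounds falling between control-based bounds plus 3 SD, cut at about 20% in these data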;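 note: 0% = DMSO wells while the 100% control is not disclosed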
Target sequence (O14672 214-748 limits assumed): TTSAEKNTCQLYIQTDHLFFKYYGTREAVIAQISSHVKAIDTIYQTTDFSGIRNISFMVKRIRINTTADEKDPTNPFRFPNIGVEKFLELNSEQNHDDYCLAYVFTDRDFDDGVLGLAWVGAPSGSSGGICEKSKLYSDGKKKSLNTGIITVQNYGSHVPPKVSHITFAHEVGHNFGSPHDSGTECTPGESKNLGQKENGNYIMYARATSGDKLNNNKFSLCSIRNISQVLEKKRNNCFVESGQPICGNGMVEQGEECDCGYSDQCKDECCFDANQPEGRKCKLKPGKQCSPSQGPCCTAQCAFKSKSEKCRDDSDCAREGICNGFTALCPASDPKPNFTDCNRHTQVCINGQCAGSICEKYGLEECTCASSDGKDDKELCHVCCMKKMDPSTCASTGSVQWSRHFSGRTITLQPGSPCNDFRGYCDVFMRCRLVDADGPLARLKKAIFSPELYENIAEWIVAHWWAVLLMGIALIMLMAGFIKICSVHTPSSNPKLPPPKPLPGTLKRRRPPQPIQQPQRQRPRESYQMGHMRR
hgDAF-12 ag = H. glycines DAF-12 receptor agonists, primary screen, cell-based, luminescence, HEK293, GAL4 fusion, UAS-luciferase. activation, % at 6.8 µM. HEK293 GAL4-hgDAF12 UAS-luciferase reporter, agonist luminescence; normalized to butyrate control. hit rate 1.8% among 370,000. Nuclear hormone receptor DAF-12 (Heterodera glycines), GAL4 fusion;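 active = activation above a cutoff set at the mean of all screened compounds plus 3 SD, cut at about 10% in these data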;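 note: 0% = DMSO wells and 100% = sodium butyrate wells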
hcDAF12 agonist = H. contortus DAF-12 nuclear receptor activators, primary screen, cell-based, luminescence, HEK293, lit1-tk-luc reporter; HEK293 hcDAF-12 lit1-tk-luc reporter; 0% DMSO, 100% Δ7-dafachronic acid; activation, % at 6.8 µM; hit rate 1.4% among 370,000; AID 652067, 2013;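 active = activation above the mean of all tested compounds plus 3 SD, cut at about 5.5% in these data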;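 note: 100% = response to 3 µM Δ7-dafachronic acid high control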
GAA850 FXN act = FXN promoter activators, primary screen, cell-based, luciferase luminescence, HEK293 lucGAA850; HEK293 lucGAA850 FXN promoter luciferase reporter, 24 h; percent of 10 µM SAHA response; activation, % at 6 µM; hit rate 0.56% among 360,000; AID 540364, 2011;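 active = activation above the average of all compounds screened plus 3 SD, cutoff fixed separately per campaign, cut at about 7.5% in these data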;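 note: 0% = DMSO wells and 100% = 10 µM SAHA wells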
* hit, by the source's call; . = not tested or not shown.

SMILES	ssDAF12 agonist	HGIII-sPLA2 inh	GC-A act	DAX1 inh-1	NPR2 activator	DAX1 inh-2	SMARCA2 act	ADAM10 inh	hgDAF-12 ag	hcDAF12 agonist	GAA850 FXN act
CCOC(=O)c1c(NC(=O)CN2CCCCC2)sc2c1CCN(C(=O)OCC)C2	-1.8	-8	14	-1.2	9	-2.5	-4	-4	-2.8	-2.5	3.6
O=C(c1ccc2c(c1)OCO2)C1CCCN(Cc2c(F)ccc(F)c2F)C1 (configuration not stated)	-1.3	3	-2	-1.1	1	0.6	-2	-8	-1.2	1.7	0.7
O=C(NNC(=S)NC(=O)c1cccs1)c1ccc(O)cc1	-0.7	9	-1	1.8	-4	0.0	3	0	2.3	2.7	-1.1
CC(C)(C)c1ccc(SC2=C[C@@]3(O)CC[C@@H](O)[C@@](Sc4ccc(C(C)(C)C)cc4)(C2=O)[C@H]3O)cc1	-1.4	-5	1	0.1	2	.	2	14	-2.3	-2.6	.
CCOC(=O)c1sc2nc(CC(C)C)c3c(c2c1N)CCC3	-0.5	5	1	-0.8	0	-1.2	-2	-177	-2.0	0.3	2.2
Cn1nnc2c[n+](CC(=O)c3ccc(Cl)cc3)cc(Br)c21	-1.0	-53	-4	-0.1	1	.	1	-8	-1.3	-1.5	-2.4
CC1CCN(CCCNC(=O)C2CC(=O)N(CCc3ccccc3)C2)CC1 (configuration not stated)	-1.1	4	5	1.2	0	0.3	-2	-9	-0.9	-0.7	0.1
Cc1ccc(S(=O)(=O)N2CCC(C(=O)N/N=C/c3cccn3C)CC2)cc1	-0.9	1	-6	-0.8	-1	1.0	-2	-1	-1.3	0.2	0.7
COc1ccccc1CNc1nc(Nc2ccccc2-n2cccn2)c2sccc2n1	-1.5	-23	-1	-2.3	2	.	-6	-37	-1.5	-1.8	-1.1
N#Cc1ccc(CN2CCN(CC(=O)Nc3ccccc3C(=O)NC3CC3)CC2)cc1	-1.4	-6	0	-0.6	-1	0.0	3	-4	0.1	-0.8	2.9
CCOc1ccc(C(c2c(C)[nH][nH]c2=O)c2c(C)[nH][nH]c2=O)cc1OC	-1.6	-14	4	-1.1	9	1.6	1	0	-1.5	-1.9	0.6
COc1ccccc1C1CC(=O)NC(C)=C1C(=O)OC(C)C (configuration not stated)	-1.7	0	0	-0.3	3	0.8	0	-3	-0.5	-1.6	-0.6
Cc1cccc(NC(=O)CC(C)S(=O)(=O)c2ccc3c(c2)NC(=O)CO3)c1C (configuration not stated)	-1.4	-4	0	-3.0	4	-0.3	-1	-7	-3.1	-1.4	-1.4
O=S1(=O)CCN(C2CCCCCC2)CC1	-1.4	7	3	-0.2	-1	1.5	1	-2	0.3	-0.1	2.4
CC1CCCCC1NC(=O)Cn1cc([N+](=O)[O-])ccc1=O (configuration not stated)	-0.6	10	-2	-0.5	-2	0.8	-1	-4	-0.3	0.8	1.5
CCOC(=O)C1CCN(C(=O)NS(=O)(=O)c2ccc(C)cc2)CC1	-1.3	4	3	0.0	7	0.1	-5	-3	1.1	0.2	-0.1
CN(CC(=O)Nc1ccccc1C(F)(F)F)C(=O)c1cc2c(s1)CCCCC2	-0.7	-8	-3	0.0	1	-0.4	0	-6	1.0	-0.4	0.1
O=C1C2CCCN2C(c2ccc(Cl)cc2)N1c1nccs1 (configuration not stated)	-0.5	7	-1	0.4	3	0.7	-2	-2	2.5	-0.5	-1.0
CN(C)S(=O)(=O)c1ccc(N2CCCC2)c(C(=O)N2CCN(c3ccc([N+](=O)[O-])cc3)CC2)c1	-1.1	1	-3	-0.3	-2	1.1	0	-1	1.5	0.5	1.2
Cc1cccc2c1c(N=NC(N)=S)c(O)n2C1OC(CO)C(O)C(O)C1O (configuration not stated)	-0.6	-4	-5	0.0	0	1.9	-2	7	0.7	3.4	0.7
C=CCN=C1NC(c2cccc(F)c2)C(C(=O)OC)=C(C)N1Cc1cccc(C(F)(F)F)c1 (configuration not stated)	-1.2	-15	-21	-0.2	-20	.	-3	1	-2.7	-2.0	.
COC(=O)C1C(=O)NCC1c1ccccc1 (configuration not stated)	-0.7	-3	0	0.5	0	0.5	-2	8	0.3	-0.2	0.0
O=S(=O)(c1ccc(F)cc1)N1CCN=C1SCc1cccnc1	-1.2	-2	3	0.7	-1	7.1*	-2	2	1.0	-1.2	2.6
CCOC(=O)Nc1ccc(S(=O)(=O)Nn2cnnc2)cc1	-1.3	2	2	0.5	-1	-0.6	-1	-3	3.8	3.0	2.6
Cc1ccc2nc(Cl)c(C3CC(c4cccs4)=NN3S(C)(=O)=O)cc2c1 (configuration not stated)	-0.7	3	-6	-0.1	0	-0.2	11*	4	5.5	0.1	2.3
CC(=O)c1ccc(-n2nncc2-c2ccc([N+](=O)[O-])cc2)cc1	-1.5	-3	1	0.4	-5	0.1	2	0	-1.1	-0.4	1.6
CC1(C(=O)NS(=O)(=O)c2ccc(Br)cc2)CCN1C(=O)CC1CCCCC1 (configuration not stated)	-0.6	-1	-1	-1.9	-1	.	-2	-9	-2.8	-2.1	1.8
CCOc1cc(C=NN=C2c3ccccc3-c3ccccc32)ccc1O	-0.7	-22	-5	-2.1	2	1.5	-5	0	8.8	3.0	0.1
Cc1ccccc1-n1nnnc1SCC(=O)NCC1CCCO1 (configuration not stated)	-1.0	3	2	1.0	5	0.2	6	0	0.1	-1.4	0.8
C=CCC[C@H](Cc1ccc(F)cc1)C(=O)OC[C@@H](C)NC(=O)[C@H](CC=C)CC(=O)NCCO	-1.4	0	-2	-0.1	-1	0.7	0	0	-1.7	-0.6	1.6
O=C(NC(=O)N1CCN(c2ccc(F)cc2)CC1)c1ccccc1	-1.4	3	2	0.7	0	-0.7	-1	0	-1.6	-1.3	0.8
COc1cc(S(=O)(=O)N(C)C)ccc1Br	-1.3	-3	2	-0.7	5	1.0	-4	2	0.8	-1.5	1.6
CC1CN(C(=S)SCC(=O)c2ccc(Cl)cc2)CC(C)O1 (configuration not stated)	-0.6	-25	9	-0.1	1	-0.3	-5	3	1.7	0.3	2.6
CC(=O)OCC1OC(n2c3c(cc(C#N)c2=S)CCCC3)C(OC(C)=O)C(OC(C)=O)C1OC(C)=O (configuration not stated)	-0.9	15	-4	-0.3	-6	1.3	-4	-14	0.5	0.5	0.5
CN[C@H]1C[C@H]2c3cc(Oc4ccccc4C)ccc3CCN2C(=O)[C@H]1[C@H](C)O	-0.5	8	-7	0.1	0	.	-2	-25	3.9	-1.7	.
CC(C)c1c(C(=O)N/N=C/c2ccc(OCc3ccc(F)cc3)cc2)nnn1-c1nonc1N	-1.0	2	-1	-0.5	0	0.0	-1	-3	3.0	-1.1	-0.8
O=C(Nc1ccc(Cl)c([N+](=O)[O-])c1)ONC1=NCCCCC1	-0.6	3	8	0.1	2	-1.0	-1	3	-1.2	-1.4	0.8
O=C1CSC(c2nn(-c3ccccc3)cc2-c2cc3ccccc3oc2=O)N1Cc1ccco1 (configuration not stated)	-1.6	-16	-4	-0.3	-3	0.2	-3	-144	0.3	-2.4	-1.9
CC(=O)Nc1ccc(NC(=O)C(C)Sc2nnc(-c3cccs3)o2)cc1 (configuration not stated)	-1.0	2	7	-0.6	2	1.4	1	3	-1.8	-0.2	1.3
CCc1ccc(CNC(=O)C2CC(=O)N(CCc3ccc(C)cc3)C2)cc1 (configuration not stated)	-1.9	-10	-3	-0.1	0	-0.6	1	-1	-1.3	-1.7	-1.2
CCOc1cc(C(=S)N2CCCCC2)ccc1OCC(=O)NCc1ccccc1	-2.1	2	3	-0.5	1	-0.9	0	-1	0.9	-2.0	0.9
COc1ccc(CN2C(=O)CN(S(C)(=O)=O)CC2(C)C(=O)NC(C)C)cc1 (configuration not stated)	-0.4	6	4	-0.6	7	.	0	-14	-0.3	-1.2	.
CCN(CC)C(=O)CSc1nnc(-c2ccccc2)n1N	-1.5	8	6	0.1	2	3.2	-5	-6	0.2	1.1	-0.3
COc1ccc(C)cc1N(C(=O)c1ccc(F)cc1)c1nc2ccccc2s1	-0.8	3	-7	0.5	-2	0.5	-3	5	2.1	4.7	-0.8
CC1CC(C)CN(C(=O)Cn2cc(C=O)c3ccccc32)C1 (configuration not stated)	-0.3	-2	-6	-0.5	0	0.1	-1	0	-0.5	-0.2	1.9
CN(CCCC(=O)NCc1ccco1)S(=O)(=O)c1ccccc1	-1.7	-2	5	0.4	6	0.3	-1	-5	-3.0	-0.4	2.0
C=CCc1cc(Cl)ccc1OCCN1CC(C)OC(C)C1 (configuration not stated)	-1.1	2	0	-0.6	-3	-0.4	-2	3	3.4	-1.4	1.0
CC(=O)Nc1ccc(NS(=O)(=O)c2ccc(C)cc2)c([N+](=O)[O-])c1	-1.5	-1	3	0.0	1	1.6	1	7	-1.2	-1.5	0.5
CN1CCN(c2ccc(NC(=O)c3ccc4c(c3)OCCO4)cc2)CC1	0.7	2	-6	3.0	-1	0.4	6	-1	17*	6.1*	5.3
COc1c(Cl)cc(Cl)cc1/C=C/C(=O)c1ccc(NC(=O)c2cccs2)cc1	-1.5	-1	2	-1.0	-3	-2.6	-1	-3	-0.7	-1.2	-1.0
COc1ccc2c(C(=O)NCc3ccc4c(c3)OCO4)c(-c3ccc(S(C)(=O)=O)cc3)sc2c1	-1.5	0	18	-0.6	25	0.6	-1	-104	-2.6	-1.8	1.9
CN(C)/C=C(/C(=O)c1ccc(Cl)cc1Cl)S(=O)(=O)c1ccccc1	-1.2	-14	4	-0.1	3	-1.4	1	5	-0.7	-0.5	-0.4
O=C(Nc1ccccc1)OC(CN1CCCCC1)C(F)(F)F (configuration not stated)	-0.8	3	6	-0.8	3	-0.7	-1	2	0.0	-0.3	1.7
